Bioassay records (PubChem)
L major viab: reduces viability of Leishmania major promastigotes; inhibition, % at 10 µM; AID 1063; 9% of 200,000 active; resazurin fluorescence viability; in the data active means inhibition above about 50%;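 further: promastigotes grown with compound for 44 hours at 28 °C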
HMGR II inh: inhibitors of class II HMG-CoA reductase from Enterococcus faecalis; purified E. faecalis HMGR, NADPH absorbance 340 nm kinetic; inhibition, % at 10 µM; 0.41% of 190,000 active; AID 1066;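 active means inhibition above a set limit, the median over all tested compounds plus 3 SD, cut at about 9.5% in these data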;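 further: enzyme runs in reverse so mevalonate oxidation gives rising NADPH absorbance; 0% = complete reaction with DMSO and 100% = background rate lacking mevalonate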
bIAP inhibitor: blocks bovine intestinal alkaline phosphatase activity; 190,000 tested, under 10 active; purified bovine IAP, CDP-star luminescence, 30 min; inhibition, % at 20 µM;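 active means over 50% inhibition of intestinal alkaline phosphatase at 20 µM in the single-dose screen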
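System: Purified bovine intestinal alkaline phosphatase (IAP) enzyme | Input: IAP diluted 1/65,000,000 in the well | Also added: CDP-star chemiluminescent phosphatase substrate, 30 µM final | Dosing: 20 µM single dose | Times: Enzyme reaction for 30 min at room temperature | Detection: Luminescence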
RAM network inh: blocks the yeast RAM network; inhibition, % at 50 µM; S. cerevisiae dse1pr::URA3 reporter, 5-FOA growth OD615, 2 d; analog-sensitive cbk1-as2 kinase mutant strain; 1.8% of 190,000 active;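 active means inhibition above a set limit, 3 SD over mean compound inhibition, cut at about 8.4% in these data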;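 further: 0% = DMSO-only wells with no growth and 100% = 10 µM 1-NA-PP1 full growth; inhibition rescues growth on 5-FOA so higher OD means more RAM inhibition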
Redox H2O2 prof: compounds producing H2O2 with reducing agent – biochemical, NIH compound library profiling, artefact control for MLSCN library redox annotation, primary screen | AID 878 | 0.03% of 200,000 active | activation, % at 10 µM | DTT-dependent redox cycling H2O2, phenol red/HRP absorbance; 100% = 100 µM peroxide control, 0% = buffer;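 active means activation of at least 50% relative to the plate's high and low controls in the primary single-dose screen; inactive means activation below 50%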;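 further: compound incubated with DTT at 0.8 mM final as the reducing agent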
SRC2 TRFRET art: flags TR-FRET format artefacts in PPARgamma SRC-2 recruitment agonist screen | TR-FRET artefact counter-screen; active compounds read high | TR-FRET ratio at 8 µM | 0.4% of 200,000 active; in the data active means TR-FRET ratio above about 2000; further: inactives centre near 1500; reference of the scale not given here
S1P3 antag: antagonists of human S1P3 receptor; Q99500; CHO S1P3 NFAT-BLA reporter, FRET fluorescence, antagonist mode; inhibition, % at 4.98 µM; 0.27% of 170,000 active; AID 485;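 active means inhibition above the plate cutoff, the mean inhibition of test wells on that plate plus 3 SD, cut at about 28% in these data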;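 further: cells challenged with S1P at its EC80 of 0.8 µM; blue over green emission ratio from cleaved BLA substrate after 4 h stimulation; 0% = S1P-stimulated wells and 100% = unstimulated DMSO-only wells; some compounds past the cut are filed as inactive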
Target sequence (Q99500 whole entry, looked up): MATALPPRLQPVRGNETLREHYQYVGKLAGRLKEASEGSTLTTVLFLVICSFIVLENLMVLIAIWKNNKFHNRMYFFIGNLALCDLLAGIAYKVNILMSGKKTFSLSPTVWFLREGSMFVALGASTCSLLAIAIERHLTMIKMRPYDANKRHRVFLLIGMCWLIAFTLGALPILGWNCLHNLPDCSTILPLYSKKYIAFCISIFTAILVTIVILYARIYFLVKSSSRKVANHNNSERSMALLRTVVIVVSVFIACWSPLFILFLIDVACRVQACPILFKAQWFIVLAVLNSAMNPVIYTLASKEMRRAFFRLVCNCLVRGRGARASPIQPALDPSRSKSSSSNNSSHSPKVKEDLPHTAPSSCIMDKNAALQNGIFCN
PPARg SRC-3 ag: promotes SRC-3 coactivator recruitment by human PPARgamma; AID 731; 0.26% of 200,000 active; activation, % at 8 µM; biochemical PPARgamma/SRC-3 coactivator recruitment assay; P37231; in the data active means activation above about 23%;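 further: 0% = DMSO and 100% = reference agonist; some compounds past the cut are filed as inactive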
PPARg SRC2 recr: PPARgamma-driven SRC-2 recruitment agonism. PPARgamma LBD-SRC-2 recruitment, biochemical. activation, % at 8 µM. P37231. 0.34% of 200,000 active; in the data active means activation above about 22%;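 further: 0% = vehicle and 100% = reference agonist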
PPARg SRC-1 ag: promotes SRC-1 coactivator recruitment by human PPARgamma | 0.41% of 200,000 active | AID 631 | activation, % at 8 µM | PPARgamma-SRC-1 coactivator recruitment biochemical assay | P37231; in the data active means activation above about 19%;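 further: 0% = DMSO and 100% = reference agonist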
ROMK mod: human ROMK K+ channel modulation, primary screen; P48048; Tet-inducible ROMK, thallium flux fluorescence; actives lie on both sides; B-score at 10 µM; 2% of 130,000 active; AID 1918;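 active means signal ratio slope over the read window, or its plate-corrected B-score, at least 3 SD from the plate mean, either direction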;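 further: B-score of the F/F0 ratio slope over 7 to 12 s after thallium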
Target sequence (P48048 whole entry, looked up): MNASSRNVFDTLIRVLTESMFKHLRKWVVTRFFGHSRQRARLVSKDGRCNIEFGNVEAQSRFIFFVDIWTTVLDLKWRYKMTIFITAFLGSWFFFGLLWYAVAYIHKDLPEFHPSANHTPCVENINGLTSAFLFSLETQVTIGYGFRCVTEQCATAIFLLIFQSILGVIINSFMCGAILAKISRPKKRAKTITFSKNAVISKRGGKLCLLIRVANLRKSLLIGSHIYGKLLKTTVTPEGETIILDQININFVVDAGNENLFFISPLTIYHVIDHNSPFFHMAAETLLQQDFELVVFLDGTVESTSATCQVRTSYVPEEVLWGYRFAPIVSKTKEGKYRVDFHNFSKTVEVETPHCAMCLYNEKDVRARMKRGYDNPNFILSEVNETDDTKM
* = called active by the depositor; x = no result given.

SMILES	L major viab	HMGR II inh	bIAP inhibitor	RAM network inh	Redox H2O2 prof	SRC2 TRFRET art	S1P3 antag	PPARg SRC-3 ag	PPARg SRC2 recr	PPARg SRC-1 ag	ROMK mod
COCCNC(=O)CCn1nc(-c2ccc(Cl)cc2)ccc1=O	-1.2	1.1	7.4	0.4	0.2	1747	-8.6	-2.4	7.3	0.5	-0.967
Cc1ccccc1-c1nsc(SCC(=O)c2ccc(Cl)cc2)n1	-6.8	-1.9	-5.5	-0.1	0.1	1730	-12.5	5.2	12.6	6.3	x
O=C(Cc1cccs1)N1CCN(c2ccc([N+](=O)[O-])cc2)CC1	7.2	-0.1	29.9	5.8	-0.1	1545	-7.2	-0.2	-0.2	1.9	x
Clc1ccc(/C=N/Nc2nc(Cl)nc3ccccc23)cc1	12.5	-7.2	-4.6	0.3	-6.6	1638	x	-0.9	5.8	1.5	x
CSCCC(NS(=O)(=O)c1ccc(Cl)cc1)C(=O)OCC(=O)c1c(C)[nH]c2ccccc12 (stereo not drawn)	48.1	-0.7	4.1	10.0*	0.0	1652	-0.4	2.3	-0.8	0.0	0.858
Cc1ccc([N+](=O)[O-])cc1S(=O)(=O)Nc1ccc(N2CCOCC2)cc1	5.9	-2.4	-46.0	-0.5	-0.1	1560	-2.0	-3.0	-3.3	-3.0	0.738
COc1ccc(N2CCN(C(=O)CN3CCN(C(c4ccccc4)c4ccccc4)CC3)CC2)cc1	28.6	-4.4	-1.3	-0.1	-0.8	1645	-4.2	3.2	4.6	3.5	-0.816
Cc1ccc(NC(=O)CC(=O)NCCN2CCOCC2)cc1	-2.4	-3.9	16.4	3.5	1.6	1392	-47.6	-5.7	-13.0	0.0	-0.019
COc1ccc(CCNC(=S)NC2CCN(Cc3ccccc3)CC2)cc1	74.3*	-2.5	-4.9	0.9	0.3	1559	-3.5	-1.1	-4.6	7.2	-0.0254
CSC1=NCCN1S(=O)(=O)c1ccc(NC(C)=O)cc1	-0.6	2.1	-1.4	1.1	-0.1	1358	-3.0	-2.9	3.8	-4.8	-0.496
Cc1ccc(S(=O)(=O)N(C)C)cc1NC(=S)N1CCCCC1CO (stereo not drawn)	8.5	0.7	-17.2	1.3	-2.1	1518	-3.9	-9.1	-10.4	2.0	-0.278
O=S(=O)(c1ccc(F)cc1)N1CCN(c2ccc(-c3ccccc3)nn2)CC1	-7.9	-0.7	-9.4	4.8	-0.7	1596	-0.8	-1.1	4.0	7.3	-0.0967
CCOc1ccc(OCC(=O)Nc2ccc(S(N)(=O)=O)cc2)cc1	-3.2	-0.1	4.2	1.1	-0.9	1644	-13.1	5.7	6.3	8.6	-0.505
CCC(=O)OC1(C#CCOc2ccc(OC)cc2)CCN(C)CC1	-0.1	-1.1	1.3	-0.9	1.2	1537	-12.7	-6.6	-3.3	2.2	-0.0495
CCCCOC(=O)N/N=C/C=C/c1ccccc1	-5.0	-4.5	9.5	0.9	-0.1	1669	5.9	5.8	-0.9	10.9	0.0709
Cc1cc(C)n(-c2ccc([N+](=O)[O-])cc2-c2nn[nH]n2)n1	-2.7	1.1	-14.7	1.5	-0.4	1413	-6.5	-2.4	3.0	-0.8	-0.121
O=S(=O)(Cc1ccccc1)N1CCc2ccccc21	100.3*	-1.3	24.8	-0.2	-1.1	1634	2.9	17.6	13.6	10.0	-0.732
CN(C1CCCCC1)S(=O)(=O)c1ccc(S(=O)(=O)N2CCN(CCC#N)CC2)cc1	-6.9	2.1	9.2	1.1	-0.3	1475	-1.6	6.5	3.2	1.5	x
CC(C)Oc1ccc(S(=O)(=O)N(C(C)C)C(C)C)cn1	-6.5	-2.4	8.3	0.6	7.7	1664	x	9.1	15.3	2.7	-0.344
O=C(Nc1nc2ccccc2[nH]1)c1ccc(Br)o1	16.1	2.4	-21.6	3.0	-0.3	1758	4.1	-2.7	4.9	7.5	0.992
CCN(CC)CCn1c2ccc(Cl)cc2c2nc(C)sc21	11.2	-4.2	-5.3	4.0	0.5	1544	x	1.3	1.7	0.7	x
Cc1ccc(-n2nccc2-c2nn(-c3cccc(C(F)(F)F)c3)c(=O)n(C)c2=O)cc1	-1.2	-2.9	-5.1	4.9	0.2	1507	-1.1	7.3	0.6	6.5	-0.456
O=C(c1ccc(S(=O)(=O)N2CCOCC2)cc1)N(Cc1ccco1)Cc1cccs1	-0.3	-0.2	3.6	2.8	-1.1	1668	8.0	6.4	-3.2	4.1	-0.371
COc1cccc(C2SCC(=O)N2c2ccc(Cl)cc2)c1OC (stereo not drawn)	66.7*	-3.5	x	0.6	-0.4	1661	11.3	0.9	-0.5	-0.8	0.0371
O=C(NC1=NCCS1)c1cccc(S(=O)(=O)N2CCc3ccccc32)c1	12.5	-2.1	-1.5	2.4	-0.2	1592	6.4	-0.6	4.6	6.6	0.479
CC(C)Nc1nc(-c2ccccc2)nc(-n2ccnc2)n1	32.5	-7.3	14.7	2.2	0.9	1604	-38.8	2.8	-10.2	3.4	-0.0752
Cc1ccccc1OCC(=O)NC1=NCCS1	-0.7	2.4	20.2	2.4	-0.2	1501	x	-3.6	9.1	-1.5	0.399
CCCS(=O)(=O)n1nc(-c2ccc(C)cc2)cc1N	-3.8	-5.9	2.2	1.1	-1.0	1435	x	-5.7	1.9	-0.3	x
COc1ccc(Cc2nc(-c3cccnc3)no2)cc1OC	1.4	-1.7	-4.4	1.0	0.4	1534	-2.6	2.6	8.8	3.5	1.43
c1ccc(Cc2nn3c(-c4ccncc4)nnc3s2)cc1	-4.9	0.6	13.8	0.6	1.2	1550	7.3	-17.8	-3.7	-5.7	0.262
O=C(c1cccc(F)c1)N1CCN(c2ccc([N+](=O)[O-])c(N3CCOCC3)c2)CC1	4.6	-4.9	2.5	0.5	0.0	1564	2.2	-1.8	-0.9	-1.2	x
CC(=O)N1CCc2cc(Br)cc(S(=O)(=O)NCCCN3CCCC(C)C3)c21 (stereo not drawn)	99.8*	-1.2	7.3	-0.2	3.4	1590	6.4	-11.4	-2.5	-2.3	x
CC(C)(CNc1ccc([N+](=O)[O-])cc1Cl)CNS(C)(=O)=O	19.2	-2.6	14.0	0.2	0.1	1407	x	-8.5	-4.5	0.6	-0.53
COc1ccc(CN2CCN(C(=O)C3CCC(CNS(=O)(=O)c4ccccc4)CC3)CC2)c(OC)c1OC (stereo not drawn)	3.6	-2.9	-18.5	1.2	-0.7	1693	-9.0	5.9	3.5	5.2	-0.0523
CC(C)Cn1c(N)c(C(=O)COC(=O)CN2C(=O)C3CC=CCC3C2=O)c(=O)n(C)c1=O (stereo not drawn)	0.7	1.7	-6.6	1.3	-0.3	1670	-11.7	2.4	4.7	9.4	-0.365
O=C(NCc1ccccc1)c1ccc(/C=N/O)nc1	-7.1	-0.9	-16.4	-0.8	-2.5	1561	7.5	1.4	-5.7	-2.9	x
COc1cccc(NC(C)C(=O)N2CC(C)OC(C)C2)c1 (stereo not drawn)	-3.0	1.2	4.0	1.1	1.8	1764	-8.0	10.0	0.2	2.0	-0.0351
CC(C)NC(=O)c1ccccc1NC(=O)C1CCCO1 (stereo not drawn)	-0.5	-3.6	0.7	1.3	0.4	1530	x	-4.0	9.4	2.0	x
Cc1ccc2c(c1)N(CCC(=O)NCC1CCCO1)C(=O)CO2 (stereo not drawn)	-9.4	0.3	10.4	-0.5	3.4	1491	-9.2	-2.2	7.4	7.5	x
Nc1ccn([C@@H]2O[C@H](CO)[C@@H](O)C2O)c(=O)n1 (stereo partly drawn)	x	4.2	4.4	x	x	1387	-1.4	3.0	4.8	-4.6	x
O=C(Nc1ccc(N2CCCC2)c(Cl)c1)c1ccc([N+](=O)[O-])cc1	-1.1	0.2	8.7	0.5	0.5	1477	-7.3	-3.2	-9.0	-5.9	0.27
CCc1ccc(NC(=O)CSCCN2C(=O)c3ccccc3C2=O)cc1	-2.6	-5.1	12.9	2.2	0.3	1603	-13.0	-2.4	-3.3	1.3	x
O=C(NS(=O)(=O)Oc1cccc(Cl)c1Cl)OC[C@@H]1CCCN2CCCCC12 (stereo partly drawn)	-2.9	-2.5	0.0	2.3	0.6	1487	-3.8	-0.8	-8.6	-2.1	0.0634
COc1ccc(N2CCN(c3nc4c(c(=O)[nH]c(=O)n4C)n3Cc3cccc(C)c3)CC2)cc1	11.0	-0.7	10.7	1.9	-0.5	1615	-2.8	3.1	10.7	0.7	-0.269
COc1ccc(CCNC(=O)CCS(=O)(=O)c2cccc3nsnc23)cc1OC	-6.1	3.4	0.3	1.1	-2.3	1604	x	-0.6	0.0	10.6	x
Cc1ccc(S(=O)(=O)N2CCCCCC2)cc1[N+](=O)[O-]	-5.2	-1.3	-5.9	1.2	0.0	1524	-3.5	0.5	3.7	3.5	-0.479
COc1ccc(OC)c(NC(=O)CSc2nc3ccccc3cc2Cc2ccccc2)c1	82.1*	-4.6	17.0	6.7	12.7	1527	x	2.2	-9.1	2.3	x
CCOc1ccc(OCC)c(NC(=O)CSc2nc3c(c(=O)n(C)c(=O)n3C)n2CC)c1	-2.0	2.6	-3.1	2.7	1.2	1491	-3.5	-0.8	1.3	0.9	x
CNC(=O)CO/N=C/c1ccc(N(C)C)cc1	-4.8	-1.1	-2.2	1.4	0.5	1491	-18.1	4.5	8.5	2.1	-0.472
O=C(N/N=C/c1ccc[nH]1)c1ccncc1	6.1	-1.1	-8.7	-1.3	-0.7	1512	-44.1	-3.4	1.9	2.8	x
COc1ccc(C(=O)NNC(=O)CSc2nc3c(c(=O)n(C)c(=O)n3C)n2C)cc1	-4.9	2.0	-3.1	4.0	-0.1	1414	1.0	-1.3	1.1	3.5	x
O=C(N/N=C/c1cccs1)c1c[nH]c2ccccc12	8.0	-2.6	-9.5	3.1	1.7	1728	4.8	5.3	-6.0	1.2	x
COc1ccc(Cl)cc1NC(=O)Cn1c(NCCO)nc2ccccc21	0.5	5.3	15.2	-0.5	0.9	1549	-9.7	1.6	-1.2	7.2	1.44
O=C(NNC(=S)Nc1ccc(Cl)c(Cl)c1)c1ccccn1	96.0*	-1.0	-18.1	1.9	-2.4	1609	9.6	1.1	6.0	1.3	0.537
Oc1cc2c(cc1O)[C@@H](c1ccccc1)CNCC2	9.9	-7.2	7.6	-0.3	0.0	1385	-7.6	0.4	-2.5	0.7	x
Cc1ccc(OC(=O)CCC(=O)OCCCC(F)(F)C(F)(F)F)cc1	-2.7	2.7	11.0	1.3	14.3	1434	-3.8	7.7	3.4	-1.2	0.0172

2 records drawn at random from the list so far, as already listed:
SMILES	L major viab	HMGR II inh	bIAP inhibitor	RAM network inh	Redox H2O2 prof	SRC2 TRFRET art	S1P3 antag	PPARg SRC-3 ag	PPARg SRC2 recr	PPARg SRC-1 ag	ROMK mod
Oc1cc2c(cc1O)[C@@H](c1ccccc1)CNCC2	9.9	-7.2	7.6	-0.3	0.0	1385	-7.6	0.4	-2.5	0.7	x
O=C(NS(=O)(=O)Oc1cccc(Cl)c1Cl)OC[C@@H]1CCCN2CCCCC12 (stereo partly drawn)	-2.9	-2.5	0.0	2.3	0.6	1487	-3.8	-0.8	-8.6	-2.1	0.0634
